Bioassay records from PubChem BioAssay.
RBBP9 inhibitor – human RBBP9 hydrolase inhibition | O75884 | hit rate 0.2% among 220,000 | inhibition, % at 7.94 µM | recombinant RBBP9, FP-Rh probe fluorescence polarization;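 active means inhibition above the campaign mean of all tested compounds plus 3 SD, cut at about 14% in these data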;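 further: plate controls were DMSO wells with RBBP9 for no effect and wells lacking RBBP9 protein for full effect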
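system = RBBP9 protein | input = RBBP9 at 2.5 µM in dispensed solution, before mixing | measured by = fluorescence polarization (mP), excitation 525 nm, emission 598 nm | incubation = enzyme-compound preincubation 30 min, then probe labeling 45 min, 25 °C | buffer or medium = Tris-NaCl-Pluronic buffer, pH 8.0 | compound = single dose 7.94 µM | also added = FP-Rh probe, 375 nM dispensing solution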
zVAD death inh – L929 zVAD cell death inhibition | L929 zVAD necroptosis rescue, ATP luminescence, 24 h; with zVAD 60 µM | viability rescue, % at 10 µM | hit rate 0.38% among 220,000 | AID 1377;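 active means activation, scaled between plate controls, above about 75%, limit read from the data; inactive means activation under that limit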;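 further: 0% = zVAD with DMSO and 100% = DMSO alone without zVAD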
PGE2 EP2 inh – inhibitors of human EP2 prostaglandin E2 receptor; hit rate 0.52% among 260,000; C6 glioma cells expressing human EP2, cAMP TR-FRET; cells stimulated with saturating PGE2; P43116; inhibition, % at 25 µM; AID 1422;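 active means percent inhibition above 40 after rounding to a whole number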;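 further: rat C6 glioma host cells with rolipram phosphodiesterase inhibitor present; the protocol text gives 20 µM as final concentration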
Runt-SMMHC FRET – inhibitors of human RUNX1 Runt domain binding to CBFb-SMMHC; inhibition, % at 20 µM; hit rate 0.74% among 220,000; Q01196+Q13951; AID 1434; Cerulean-Runt/Venus-CBFb-SMMHC FRET ratio 530/480, 1 h;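 active means mean inhibition across duplicate retests at 20 µM reaching about 50%, limit read from the data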;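 further: 0% = DMSO wells and 100% = wells with excess untagged CBFb-SMMHC; inhibitors lower the FRET ratio by blocking Runt binding to CBFb-SMMHC; some results filed as inactive read as strong as hits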
PERK inh – inhibitors of human PERK kinase; Q9NZJ5; CHO PERK-DD fusion, SEAP luminescence translation reporter; inhibition, % at 5.6 µM; hit rate 0.17% among 220,000; AID 1416;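 active means inhibition above the mean inhibition of all tested compounds plus 3 SD, set separately per screening campaign, cut at about 2.9% in these data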;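 further: PERK kinase domain activated by AP20187 dimerizer at 100 nM; 0% = DMSO with dimerizer and 100% = rapamycin at 8.4 µM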
Target sequence (Q9NZJ5 whole entry, looked up, the tested form may be a part): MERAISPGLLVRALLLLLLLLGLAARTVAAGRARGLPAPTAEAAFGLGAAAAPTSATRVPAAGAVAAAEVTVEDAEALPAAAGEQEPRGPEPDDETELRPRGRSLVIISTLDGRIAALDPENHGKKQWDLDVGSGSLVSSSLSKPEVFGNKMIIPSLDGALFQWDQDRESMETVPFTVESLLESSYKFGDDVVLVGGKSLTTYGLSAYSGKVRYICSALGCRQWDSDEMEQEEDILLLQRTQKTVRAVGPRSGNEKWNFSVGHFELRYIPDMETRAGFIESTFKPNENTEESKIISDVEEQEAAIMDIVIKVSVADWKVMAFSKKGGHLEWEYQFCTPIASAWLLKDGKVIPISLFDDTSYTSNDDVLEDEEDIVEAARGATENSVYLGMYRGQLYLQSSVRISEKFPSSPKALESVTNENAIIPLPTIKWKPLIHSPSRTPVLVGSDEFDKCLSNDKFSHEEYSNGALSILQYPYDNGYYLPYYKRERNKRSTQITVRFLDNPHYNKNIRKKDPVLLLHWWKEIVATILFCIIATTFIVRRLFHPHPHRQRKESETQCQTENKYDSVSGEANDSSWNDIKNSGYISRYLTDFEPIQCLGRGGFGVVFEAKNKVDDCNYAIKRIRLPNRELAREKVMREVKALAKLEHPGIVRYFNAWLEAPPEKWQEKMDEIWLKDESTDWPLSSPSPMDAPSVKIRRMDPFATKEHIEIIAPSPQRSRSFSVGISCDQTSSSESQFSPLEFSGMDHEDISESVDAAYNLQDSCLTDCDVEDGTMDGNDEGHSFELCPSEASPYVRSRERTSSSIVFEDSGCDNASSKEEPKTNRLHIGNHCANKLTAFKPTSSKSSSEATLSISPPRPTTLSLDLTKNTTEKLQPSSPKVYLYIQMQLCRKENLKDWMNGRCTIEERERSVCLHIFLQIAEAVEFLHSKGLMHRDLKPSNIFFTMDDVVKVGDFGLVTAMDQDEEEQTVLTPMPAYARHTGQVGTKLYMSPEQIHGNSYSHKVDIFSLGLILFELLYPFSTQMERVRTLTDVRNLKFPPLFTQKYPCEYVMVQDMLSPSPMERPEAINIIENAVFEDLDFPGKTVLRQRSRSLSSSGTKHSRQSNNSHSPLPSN
TNF necrop inh – inhibitors of TNF-alpha induced necroptosis in Jurkat FADD-/- cells; Jurkat FADD-/- TNF necroptosis rescue, ATP luminescence, 24 h; 0 = TNF only, 100 = no-TNF cells; activation (protection from cell death), % at 10 µM; hit rate 0.068% among 220,000;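 active means activation, meaning protection from cell death, of at least 50% relative to plate controls; inactive means activation below 50%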;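 further: necroptosis triggered by 40 ng/mL TNF-alpha added together with compound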
Runt-CBFb FRET – Runt domain-CBFb interaction inhibition | Cerulean-Runt/Venus-CBFb FRET ratio 530/480, 1 h | Q01196+Q13951 | inhibition, % at 20 µM | hit rate 0.46% among 220,000;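 active means inhibition over about 50% at 20 µM in the single-dose screen, limit read from the data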;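 further: 0% = DMSO wells and 100% = excess unlabeled CBFb competitor control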
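System: Cerulean-labeled Runt domain protein | Quantity: 100 nM of each labeled protein | Schedule: 1 h compound exposure, room temperature | Detection: Fluorescence energy transfer, 422 nm excitation, 530/480 nm emission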
Hck Nef HTS – human Hck-Nef kinase inhibition; hit rate 0.68% among 220,000; inhibition, % at 20 µM; AID 463187; P08631; Recombinant Hck-YEEI plus Nef, Z-Lyte FRET kinase assay;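 active means Hck-Nef kinase inhibition above about 50%, limit read from the data; inactive means inhibition below that limit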;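 further: 0% = DMSO with Hck plus Nef and 100% = Hck alone without Nef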
EP2 mod – EP2 receptor (human) modulation; P43116; EP2-expressing cells, cAMP HTRF FRET, PGE2 co-stimulation; induction, % at 25 µM; hit rate 0.83% among 260,000; AID 940;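 active means compounds whose cAMP rise, as percent of the full-agonist control response, exceeds 60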;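 further: rat C6 glioma line stably carrying human EP2 under a CMV promoter; the protocol text gives 20 µM as final concentration; 100% = response of wells given 1 µM PGE2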
* hit, by the source's call; . = no result given; & = joins results of further samples.

mol | RBBP9 inhibitor | zVAD death inh | PGE2 EP2 inh | Runt-SMMHC FRET | PERK inh | TNF necrop inh | Runt-CBFb FRET | Hck Nef HTS | EP2 mod
CC(C)(C)NC(=O)CSc1nc(O)cc(=O)[nH]1 | -7 | -0.1 | 4 | 5 | 0.1 | 0.9 | 2 | 0 | 2
Cc1nn(CC(=O)O)c(C)c1N | 0 | 0.3 | 5 | -2 | 0.2 | 0.2 | 4 | 12 | 10
O=C(CSCc1ccc(F)cc1)NCc1ccco1 | -4 | 0.1 | 6 | -3 | 0.1 | 8.7 | 1 | -15 | 38
CCc1cc(C(c2ccc(OC)c(OC)c2)N2CCOCC2)c(NC(=O)c2ccccc2)s1 (stereo not drawn) | -6 | 12 | 7 | 1 | 0.0 | 2.7 | 2 | 2 | -1
Cc1cccc(N(C)S(=O)(=O)c2ccc3c(c2)CCC(=O)N3)c1 | 0 | 0.1 | 7 | 0 | 0.5 | -0.8 | 2 | -2 | 7
Cc1cc(C)n(C(=O)c2ccc(NC(=O)C3CC3)cc2)n1 | 1 | 0.3 | 14 | 0 | 1.5 | -0.8 | 0 | 0 | -33
O=C(CNC(=O)c1ccccc1)NCC(=O)OCC(=O)c1ccc(F)cc1 | -3 | 0.6 | 9 | 0 | -1.2 | 0.0 | 3 | 1 | 5
COc1ccc(C(=O)Nc2ccc3[nH]c(-c4cccc(OC)c4)cc(=O)c3c2)cc1 | -6 | 15 | 24 | -5 | 1.1 | -12 | -2 | 19 | -7
CSCCC(NS(=O)(=O)c1ccc(Cl)c(Cl)c1)C(=O)O (stereo not drawn) | -2 | 2.0 | 3 | -1 | -0.4 | 0.1 | 1 | 7 | 25
O=C(OCCN1C(=O)CCC1=O)c1ccc(S(=O)(=O)N2CCCCC2)cc1 | 0 | 0.0 | 8 | -48 | -0.7 | -2.1 | -1 | 0 | 16
N#CC1=C(SCc2ccccc2Cl)NC(=O)C(C(N)=O)C1 (stereo not drawn) | -7 | -1.9 | -11 | -3 | -0.5 | 0.1 | -1 | -7 | -12
O=C(Cn1c(=O)n(-c2ccc(F)cc2)c(=O)c2sccc21)c1ccccc1 | -8 | 0.8 | 1 | 3 | 0.4 | 1.1 | 0 | 5 | 10
CC1CC(C)(C)NC(=S)N1CCCC(=O)N1CCN(c2ccc(F)cc2)CC1 (stereo not drawn) | -2 | 0.7 | 8 | 0 | 0.3 | 0.9 | 0 | 1 | -8
Cc1ccc(OCCN2CCN(C)CC2)c([N+](=O)[O-])c1 | -13 | -1.1 | 5 | 0 | 0.5 | 1.2 | -1 | 2 | 24
CC(C)(C)OC(=O)N1CCC[C@H]1c1nnc(SC/C=C/c2ccccc2)o1 | -13 | -0.6 | 8 | -10 | 0.2 | -4.0 | -5 | 0 | 7
CCc1c(C)sc(NC(=O)C2CCCCC2C(=O)O)c1C(N)=O (stereo not drawn) | -3 | -0.1 | 15 | 12 | 1.1 | -2.0 | 36 | 0 | -7
O=C1Cc2ccccc2C(=O)N1OCc1ccc(Cl)cc1 | -11 | 0.0 | 5 | 6 | -1.2 | 0.2 | 3 | 25 | -9
O=C(O)c1ccc2c(c1)C(=O)N(NC(=O)c1ccccc1)C2=O | -7 | 0.4 | 4 | 1 | 1.5 | -2.7 | 2 | 1 | 24
CCc1c(C)[nH]c2c(C)cccc2c1=O | 3 | 1.1 | 7 | 0 | 0.1 | -0.1 | 2 | 2 | 14
CC1=N/C(=C\c2ccc3c(c2)OCO3)C(=O)N1c1ccc(C(=O)O)cc1 | -9 | -0.2 | 9 | 0 | 1.2 | 1.5 | -3 | 8 | -49
O=C1COc2cccnc2N1 | -7&-5 | 0.0&-1.1 | 2&7 | 5&33 | 1.3&2.2 | -1.6&0.6 | -1&12 | 3&6 | 5&4
COc1ccc(S(=O)(=O)Nc2ccc(S(=O)(=O)N3CCCCC3)cc2)cc1 | -7 | 0.9 | 3&5 | -8 | 0.5 | -1.6 | . | 0 | 17&-36
CC(OC(=O)c1oc2ccccc2c1CSC1CCCCC1)C(=O)NC(N)=O (stereo not drawn) | -8 | -0.1 | 5 | 4 | 1.3 | 2.9 | -3 | 10 | 42
CCC(Sc1nc2ncnc(N)c2[nH]1)C(=O)O (stereo not drawn) | -8 | 1.9 | 15&3 | 1 | 0.7 | -0.3 | 1 | 21 | -5&5
Cc1ccc(NC(=O)Cn2cnc3sc(C(=O)NCCN(C)C)c(C)c3c2=O)cc1Cl | -8 | 11 | 7 | 1 | 1.1 | -3.0 | -3 | 3 | -63
Cc1cccc(Nc2nc(N3CCCCC3)nc(N3CCCCC3)n2)c1 | 0 | 0.9 | 4 | 1 | 0.4 | -1.1 | -1 | 0 | 34
CC12CC3(C)CC(C)(C1)CC(C(N)=O)(C2)C3 | -6 | 3.9 | 8 | 0 | 0.9 | 1.2 | 0 | -15 | 3
Cc1ccnc(-n2sc3ccccc3c2=O)n1 | 43* | -0.6 | . | 55* | 0.2 | -4.3 | 26 | 2 | -12
Cc1cc(C#N)c(C)n1-c1cc(S(=O)(=O)N2CCOCC2)ccc1N1CCCC1 | -7 | -1.1 | 16 | 17 | -1.1 | -2.0 | 35 | 4 | 9
C[n+]1cccc(C(=O)NCC2CCCO2)c1 (stereo not drawn) | -5 | 1.0 | 9 | 12 | -1.4 | 0.9 | -1 | -1 | 12
Cc1ccc(NC(=O)CSCC(=O)N2c3ccccc3CCc3ccccc32)cc1 | -15 | 0.4 | 0 | 3 | -0.9 | -3.3 | 2 | -2 | 39
COc1cccc(N(CC(=O)N2CCN(C)CC2)S(=O)(=O)c2ccccc2)c1 | -5 | 0.0 | 5 | 0 | 0.1 | -2.1 | -2 | 1 | 3
Cc1csc(NC(=O)C(NC(=O)c2ccccc2F)C(C)C)n1 (stereo not drawn) | -2 | -0.6 | 5 | -4 | 0.0 | -0.2 | 1 | 25 | -3
O=c1c2ccccc2cnn1Cc1n[nH]c(=S)n1-c1ccc(Cl)cc1Cl | -1 | -0.5 | 14 | 8 | 1.0 | 0.8 | 0 | 8 | 14
COc1ccc(-c2csc(NC3=NCCCCC3)n2)cc1 | 0 | 0.0 | 6 | -3 | 0.2 | 1.6 | 0 | 12 | -39
CCNC(=O)COC(=O)C1C(C(=O)OCC)=C(C)NC(C)=C1C(=O)OCC | 2 | 0.5 | 8 | 3 | -0.1 | -0.1 | 0 | 6 | 20
CCCCN(C(=O)CN1CCOCC1)c1c(N)n(CC(C)C)c(=O)[nH]c1=O | -2 | 1.3 | 2 | 3 | 1.1 | 1.1 | 2 | 16 | 19
COc1cccc(/C=C/C(=O)c2c(O)cc(C)oc2=O)c1O | -4 | 1.2 | 6 | -6 | 0.5 | -3.8 | 1 | 2 | 7
CCCN(CCC)S(=O)(=O)c1cccc(-c2csc(C)n2)c1 | -2 | -0.8 | 12 | -1 | -0.7 | -0.4 | 2 | 13 | 38
CC(=O)C1=C(C)Nc2cc(C(F)(F)F)ccc2S1 | -6 | 0.9 | 12 | 49 | 0.9 | -4.2 | 35 | -2 | 28

Reprinted at random: 6 records from the list
mol | RBBP9 inhibitor | zVAD death inh | PGE2 EP2 inh | Runt-SMMHC FRET | PERK inh | TNF necrop inh | Runt-CBFb FRET | Hck Nef HTS | EP2 mod
CC(OC(=O)c1oc2ccccc2c1CSC1CCCCC1)C(=O)NC(N)=O (stereo not drawn) | -8 | -0.1 | 5 | 4 | 1.3 | 2.9 | -3 | 10 | 42
COc1ccc(S(=O)(=O)Nc2ccc(S(=O)(=O)N3CCCCC3)cc2)cc1 | -7 | 0.9 | 3&5 | -8 | 0.5 | -1.6 | . | 0 | 17&-36
Cc1ccc(NC(=O)CSCC(=O)N2c3ccccc3CCc3ccccc32)cc1 | -15 | 0.4 | 0 | 3 | -0.9 | -3.3 | 2 | -2 | 39
O=c1c2ccccc2cnn1Cc1n[nH]c(=S)n1-c1ccc(Cl)cc1Cl | -1 | -0.5 | 14 | 8 | 1.0 | 0.8 | 0 | 8 | 14
COc1cccc(N(CC(=O)N2CCN(C)CC2)S(=O)(=O)c2ccccc2)c1 | -5 | 0.0 | 5 | 0 | 0.1 | -2.1 | -2 | 1 | 3
Cc1cccc(Nc2nc(N3CCCCC3)nc(N3CCCCC3)n2)c1 | 0 | 0.9 | 4 | 1 | 0.4 | -1.1 | -1 | 0 | 34

Laid out differently: results already given.
Every second line gives: RBBP9 inhibitor	zVAD death inh	PGE2 EP2 inh	Runt-SMMHC FRET	PERK inh	TNF necrop inh	Runt-CBFb FRET	Hck Nef HTS	EP2 mod
CC12CC3(C)CC(C)(C1)CC(C(N)=O)(C2)C3
→ -6	3.9	8	0	0.9	1.2	0	-15	3
Cc1ccnc(-n2sc3ccccc3c2=O)n1
→ 43*	-0.6	.	55*	0.2	-4.3	26	2	-12

(listing goes on)
mol | RBBP9 inhibitor | zVAD death inh | PGE2 EP2 inh | Runt-SMMHC FRET | PERK inh | TNF necrop inh | Runt-CBFb FRET | Hck Nef HTS | EP2 mod
NC1=NC[C@H](Cc2ccc(O)cc2)N1CCc1cc(C(F)(F)F)cc(C(F)(F)F)c1 | . | 0.1 | 14 | -2 | . | 3.3 | -1 | 27 | 4
Cn1c(=O)c2c(ncn2CC(=O)N/N=C/c2c[nH]c3ccccc23)n(C)c1=O | -11 | -0.1 | 9 | 3 | 0.4 | 1.4 | -1 | -1 | -30
Cc1cc(=O)[nH]c(N)n1 | -3 | 1.4 | 2 | 2 | 0.8 | 1.4 | 1 | 10 | -15
C/C(=N/NC(=O)Nc1ccccc1)c1ccc(C)cc1 | -4 | 9.3 | 5 | 3 | 0.6 | 1.0 | -3 | 6 | -32
CC(=O)c1c(C)[nH]c(C(=O)NC(C)c2ccccc2)c1C (stereo not drawn) | -11 | 1.0 | 7 | -1 | -0.2 | -0.2 | 0 | -2 | -8
Cn1c(N2CCN(C(=O)NCc3ccccc3)CC2)nc2ccccc21 | 1 | 0.0 | 2 | 1 | -0.8 | -0.1 | -1 | 0 | -19
CC1(C)CC(=O)C2=C(C1)OC(N)=C([N+](=O)[O-])C2c1ccc(C#N)s1 (stereo not drawn) | -5 | -0.1 | 3 | 0 | -0.9 | -7.0 | 23 | 21 | -14
COC1(OC)N=C(NC(=O)Nc2ccccc2)C2(C#N)C(c3ccccc3)C12C#N (stereo not drawn) | -8 | 0.2 | 13 | 10 | 1.3 | -2.3 | 6 | 0 | .

The list is partial; rates above refer to the full screens.
